T cell modulator – T cell immune modulation candidate | 2C CD8+ T cell-vesicle binding, flow cytometry; hits give low values | calls only at 7 µM | actives 0.068% (n = 330,000) | AID 2052;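 active = response, share of CD8 T cells binding vesicles, and their 90th percentile fluorescence all below set limits, cut at about 80% in these data, passing the limit was not always enough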
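Incubation: binding step 1.5 h, 37 °C, antibody labelling 20 min, ice; system: murine 2C transgenic CD8+ T lymphocytes; technique: cytometric PE anti-B7-1 and Alexa647 anti-CD8 signals after 1% paraformaldehyde fixation; also added: QL9-charged Drosophila Ld/ICAM-1/B7-1 vesicles; control set: naked versus QL9-loaded vesicles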
Ins promoter up – MIN6 insulin promoter up-regulation; MIN6 insulin promoter-GFP reporter, high-content imaging; hits give high values; z-score at 5 µM; actives 0.3% (n = 190,000);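 active = z-score above 3 at 5 µM with at least 500 cells counted in the well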
MT stabilizer – microtubule stabilization, imaging screen; HeLa tubulin immunostaining HCS, 24 h; share of cells brighter than vehicle mean+2SD; % tubulin-high responders, % at 10 µM; actives 0.83% (n = 200,000); AID 2205;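 active = plate Z-score above 3 for both tubulin-high and condensed-nucleus cell shares, with cell loss under 80%, at 10 µM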;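 also: anti alpha tubulin signal scored within the nucleus-defined area of each cell; some results filed as inactive read as strong as hits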
Salmonella PhoP GFP – inhibitors of PhoP regulon expression, primary screen, Salmonella Typhimurium, GFP reporter (AID 1863); S. Typhimurium PhoP-regulated promoter GFP reporter, 4 h; higher % means a stronger effect; inhibition, % at 50 µM, or IC50 in µM where a hit was titrated; actives 0.16% (n = 300,000);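 active = inhibition over 29.93%, a cutoff 3 SD above the screen mean, later confirmed by dose response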;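 also: 0% = low Mg2+ inducing control and 100% = high Mg2+ repressing control; strong numbers were not always called active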
Autophagy mod – modulators of autophagy; AID 463193; actives 0.98% (n = 190,000); calls only at 10 µM (by protocol); MEF GFP-LC3 puncta imaging; test concentration mostly 10 µM;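 active = percentage of spot-positive cells more than 3 SD above its plate mean, without a fluorescence outlier flag or 80% toxicity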;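 also: spot-positive cell cutoff set from DMSO-treated cells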
Dynein transport – blocks dynein driven cargo transport along microtubules. 3617.4 mouse cells, GR-EGFP nuclear translocation imaging; test concentration mostly 20 µM; stimulated with dexamethasone, 1 µM; hits give low values. z-score, hits read low. actives 0.47% (n = 220,000);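 active = plate z-score of nuclear minus cytoplasmic receptor signal below a set negative limit, without overly bright fluorescence or cell loss, cut at about -3.5 in these data, passing the limit was not always enough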;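 also: z-score of nuclear minus cytoplasmic ring GR-EGFP intensity difference per well; some compounds called inactive have numbers as strong as hits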
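Buffer or medium: tet-free, stripped-serum medium; reagent: dexamethasone at 1.0 µM final, 30 min; incubation: 48 h induction, 1 h compound, 30 min dex at 37 °C; measured by: formaldehyde fixation, Hoechst nuclear stain, 10x automated fluorescence imaging; read-out: nuclear-to-cytoplasmic GR-EGFP distribution per well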
CSM14.1 death rescue – protection against thapsigargin-triggered cell killing – 384-well, CSM14.1, ATP luminescence, primary screen (AID 1222); CSM14.1 thapsigargin-induced death rescue, ATP luminescence; higher % means a stronger effect; one-dose cellular ATP content (survival), % at 20 µM; EC50 in µM for titrated hits; 190,000 tested, under 10 active;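 active = EC50 below 50 µM in the dose-response confirmation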;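 also: death triggered by thapsigargin at about 15 µM added after 2 h compound pretreatment; cell ATP read after overnight thapsigargin exposure of roughly 18 to 22 hours; normalized against plate controls of thapsigargin alone and 5% DMSO vehicle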
bCat nuc transl – beta-catenin nuclear translocation modulation; HeLa beta-catenin nuclear translocation, immunofluorescence imaging; nuclear translocation activity, % at 5 µM; actives 0.3% (n = 190,000);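 active = nuclear translocation activity above 50% at 5 µM, with a well cell count of 50 or more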;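 also: per-cell ratio of nuclear to cytoplasmic median beta-catenin stain intensity; plate controls were DMSO negative control for no effect and GSK-3 inhibitor IX positive control for full effect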
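Technique: fluorescence imaging of beta-catenin antibody stain plus DAPI / Material: human HeLa cell line / Incubation: compound treatment 24 h, 37°C, 5% CO2 / Read-out basis: % activation of per-cell nuclear versus cytoplasmic median beta-catenin signal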
Lipid droplet – modulators of hepatic lipid droplet formation. AML12 mouse hepatocytes, oleate lipid droplets, BODIPY imaging. inhibition, % at 6.5 µM. actives 0.4% (n = 240,000). AID 1656;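 active = lipid droplet intensity inhibited by at least 50%, with more than 500 cells counted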
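Assay system: AML12 hepatocytes (mouse); Probe or stimulus: oleic acid at 100 µM to induce lipid droplet formation; Dosing: compound at 6.5 µM only; Schedule: compound with oleate, overnight; Detection: fluorescence imaging, 20x objective, two fields per well; Measure: % inhibition of lipid droplet signal.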
Dynein transport cytoplasmic EGFP – second read-out of Dynein transport, no call of its own (marks repeat the call); z-score; measured here: cytoplasmic GR-EGFP intensity; hits give high values
Dynein transport nuclear GR-EGFP – further read-out of Dynein transport, marked with its call; z-score; measured here: nuclear GR-EGFP intensity;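 lower value marks the stronger effect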
Dynein transport cell count – further read-out of Dynein transport, marked with its call; z-score; measured here: cell count per field
Ins promoter up cell count – further read-out of Ins promoter up, marked with its call; cell count; measured here: cytotoxicity, nuclei count;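 total cells summed across four imaged fields per well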
Lipid droplet cells 6.5 µM – recorded beside Lipid droplet, whose call it bears; cell count; measured here: cell count, cytotoxicity flag;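 cells counted across two imaged fields per well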
bCat nuc transl cell count 5 µM – recorded beside bCat nuc transl, whose call it bears; cell count; measured here: cell count, cytotoxicity flag
T cell modulator vesicle-bound % – further read-out of T cell modulator, marked with its call; double positive events, %; measured here: CD8+ vesicle-bound cell fraction;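 binding gate set so that unloaded-vesicle control wells show 10% double positive cells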
MT stabilizer Hoechst-high % – recorded beside MT stabilizer, whose call it bears; % Hoechst-high responders; measured here: nuclear condensation Hoechst responders;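 share of cells brighter than vehicle mean plus two SD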
MT stabilizer cytotoxicity % – further read-out of MT stabilizer, marked with its call; toxicity, %; measured here: cytotoxicity by cell density;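 0% = mean cell density of plate MIN control wells and 100% = no cells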
Autophagy mod cell loss 18 h – also measured in Autophagy mod; calls as there; toxicity, %; measured here: cell loss, nuclei count;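 cell loss after 18 h compound exposure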
* marks the source's active call; other numbers are inactive results; i = inactive; / = no result given; + = active, no number.

Screens in order – T cell modulator, T cell modulator vesicle-bound %, Ins promoter up, Ins promoter up cell count, MT stabilizer, MT stabilizer Hoechst-high %, MT stabilizer cytotoxicity %, Salmonella PhoP GFP, Autophagy mod, Autophagy mod cell loss 18 h, Dynein transport, Dynein transport cytoplasmic EGFP, Dynein transport nuclear GR-EGFP, Dynein transport cell count, CSM14.1 death rescue, bCat nuc transl, bCat nuc transl cell count 5 µM, Lipid droplet, Lipid droplet cells 6.5 µM
CCCCOC(=O)Nc1nnc(C(C)C)s1
    i, 57, 0.15, 1206, 5.0, 2.1, 9.2, -1%, i, -2, -0.11, -0.23, 0.11, -0.46, -0.4%, /, /, -2, 766
CCOC(=O)c1sc(NC(=O)CSc2n[nH]c(-c3ccccc3)n2)c(C#N)c1C
    i, 9, 1, 1872, 5.7, 1.9, 2.0, 6%, +, -8.5*, -1.1, -0.23, 0.22, 0.6, -2.3%, -1.1, 1088, 4, 546
Cc1cccc(NC(=O)c2csnn2)n1
    i, 60, 0.24, 1161, 2.3, 2.5, 7.5, 3%, i, -10, 1.5, 0.11, 1.7, -1.8, -0.6%, 2.0, 964, 4, 684
Cc1ncsc1C(=O)N1CCCC(CNS(=O)(=O)c2cccs2)C1 (stereo unspecified)
    i, 6, 0.61, 1414, 2.1, 1.0, 4.1, 1%, i, -10, -0.039, -0.32, 0.093, -0.25, 1.2%, -0.3, 1013, 0, 715
N#CC(c1cccc(Cl)c1)c1ncc(C(F)(F)F)cc1Cl (stereo unspecified)
    i, 29, /, /, 1.8, 1.2, 5.3, -7%, i, 26, -0.028, -0.13, -0.35, 0.34, 0.5%, /, /, /, /
COc1ccc(NC(=O)/C(N=Nc2cc(S(=O)(=O)Nc3ccc(OC)cc3)ccc2OC)=C(\C)O)cc1
    i, 52, -0.3, 1244, 4.1, 4.1, 1.0, 1%, i, -10, 1.5, -0.25, 1.3, -0.61, -0.6%, 6.3, 989, -6, 661
Cc1cc(N(C)C)cc(C)[n+]1[O-]
    i, 48, -0.62, 1204, 2.9, 2.1, 6.0, -2%, i, -38, -0.88, -0.21, -0.52, 0.78, /, -3.6, 1029, /, /
CCOc1ccc(/C=C/C(=O)c2ccccc2)cc1
    i, 23, 0.24, 1421, /, /, /, 4%, /, /, -1.3, -0.14, -0.89, 0.41, /, -1.0, 1116, 6, 748
COC(=O)C1CCN(S(C)(=O)=O)CC1
    i, 20, 0.92, 1195, 2.0, 1.7, 2.4, 0%, i, -5, 1.1, -0.17, 1.6, -1.5, -0.5%, -4.6, 1009, -7, 792
Cc1ccc(OCC(=O)Nc2cc(C(=O)O)cc(C(=O)O)c2)cc1C
    i, 37, 0.51, 1215, 4.4, 1.7, 5.3, 0%, i, -1, -0.095, -0.28, -0.22, 0.18, -2.5%, -2.0, 1118, -10, 730
Cc1ccc(-c2n[nH]c(=O)c3ccccc23)cc1S(=O)(=O)NCCN1CCOCC1
    i, 16, -0.53, 1147, 4.7, 3.2, 8.1, -5%, i, -19, 0.02, -0.18, 0.49, -1.1, 1.0%, -0.7, 1212, /, /
COc1ccc(N(CC(=O)Nc2ccc(C(N)=O)cc2)S(=O)(=O)c2ccc(C)c([N+](=O)[O-])c2)cc1
    i, 53, -0.2, 1426, 1.1, 0.6, 3.2, 3%, i, 0, -0.27, -0.33, -0.012, 0.66, 0.7%, 0.4, 972, 0, 755
Brc1ccc(C2=Nc3cccc4cccc(c34)N2)o1
    i, 49, 0.3, 1306, 1.4, 2.4, 5.5, 18%, i, 2, -1.3, -0.17, -0.35, 0.67, 0.5%, -1.6, 555, -2, 593
O=C(CCN1C(=O)c2ccccc2C1=O)OCN1C(=O)c2ccccc2C1=O
    i, 31, 0.07, 810, 3.0, 3.3, 4.7, -6%, i, 5, 0.43, -0.028, 0.5, 0.42, -0.8%, /, /, 5, 748
CCCCc1ccc(NC(=S)Nc2ccc(Cl)c(S(=O)(=O)N(C)C)c2)cc1
    i, 41, -0.03, 1223, 3.4, 3.4, 6.7, -3%, i, -7, -0.96, -0.31, -0.93, 1.2, -2.6%, 1.6, 882, -50, 590
Nc1c(-c2ccc(Cl)cc2)cnc2ncnn12
    i, 16, 0.29, 1340, 1.9, 1.9, 3.0, 18%, i, -3, -0.52, -0.22, 0.28, 0.73, 3.0%, 7.7, 1229, /, /
O=C(NC(=S)Nc1ccc(S(=O)(=O)N2CCCC2)cc1)c1cccs1
    i, 0, /, /, 3.2, 2.2, 2.0, 15%, i, -9, 1.4, -0.25, 0.57, -0.89, -4.2%, -0.2, 956, -29, 561
O=C(Cc1ccc(Cl)cc1)Nc1ccc(-c2nnc(-c3ccco3)o2)cc1
    i, 3, -1.9, 940, 3.1, 2.6, 5.0, -5%, i, -1, 1.2, -0.37, 0.49, -0.25, 0.5%, -2.5, 856, /, /
Cc1csc2ncc(C(=O)Nc3ccccc3Cl)c(=O)n12
    i, 33, -0.62, 1341, 4.9, 1.1, 9.7, -15%, i, -10, -0.85, -0.19, -0.19, 0.17, 0.4%, -3.9, 1159, 11, 681
CCc1ccccc1NC(=O)CSc1nc2ccccc2n1CC(=O)N(C)C
    /, /, 0.95, 1198, 5.9, 3.4, 8.8, -9%, i, -4, -0.66, -0.21, -0.062, 0.87, 3.1%, 0.9, 1131, 4, 719
COCCn1c(CN(Cc2ccccc2)Cc2ccccc2)nc2c1c(=O)n(C)c(=O)n2C
    i, 32, 1, 936, 3.3, 2.6, 8.4, -4%, /, /, 0.5, -0.19, 0.27, -0.051, 0.8%, -1.4, 1120, /, /
COCCCN1C(=O)C(O)=C(C(C)=O)C1c1cccc(F)c1 (stereo unspecified)
    i, 46, 0.96, 1248, 2.1, 1.6, 8.0, 4%, i, 0, -0.3, -0.076, 0.024, -0.0029, -0.4%, 0.9, 840, /, /
COc1ccc(C)cc1NC(=O)C(NC(=O)c1cc(OC)c(OC)c(OC)c1)C(C)C (stereo unspecified)
    i, 43, -0.69, 1306, 3.1, 2.8, 15, 10%, i, 0, 0.6, -0.18, 0.35, 0.34, 0.5%, -2.7, 1116, -12, 665
COc1ccc2nccc(/C=C/c3ccnc4ccc(OC)cc34)c2c1
    i, 24, /, /, /, /, /, -9%, /, /, -0.048, -0.17, -0.14, 0.38, /, 1.5, 1299, 1, 653
COc1ccc(NC(=O)CCc2nc3ccccc3s2)c(OC)c1
    i, 21, 0.79, 1163, 3.7, 2.4, 8.8, 1%, i, 1, -5.7*, 0.3*, -2.3*, -3.2*, -1.2%, -2.2, 1033, 0, 719
Brc1ccc(-c2ncc3ccccn23)cc1
    i, 37, -0.33, 1005, /, /, /, 0%, /, /, -0.64, -0.72, -0.16, -0.033, /, 0.3, 1298, -18, 625
O=C(O/N=C1\CCS(=O)(=O)c2sccc21)c1ccccc1
    i, 38, /, /, 3.7, 0.9, 3.7, 2%, i, 4, 2.9, 0.77, 1.4, -3.9, 1.3%, /, /, /, /
O=C(NCCOc1ccc(Cl)cc1)C1CC(=O)N(c2ccc(F)cc2)C1 (stereo unspecified)
    i, 24, 1.4, 1166, 2.2, 2.0, 4.2, 1%, i, -11, -0.16, -0.18, 0.094, -0.24, -1.1%, -3.2, 834, /, /
CC12CCC(C(=O)N(CC(=O)O)C1=O)C2(C)C (stereo unspecified)
    i, 43, 0.22, 1401, 2.2, 2.3, 5.5, 3%, i, 9, -0.55, -0.16, -0.37, -0.083, 0.6%, 0.5, 966, -5, 650
Cn1cccc1/C=C1\SC(=S)N(NC(=O)c2cccc(Cl)c2)C1=O
    i, 17, 0.15, 1357, 2.9, 4.6, 7.9, -3%, i, -6, -0.8, -0.3, -0.68, 1.1, 6.3%, 0.5, 925, 20, 673
CCCNC(=O)Nc1cccc(NC(C)=O)c1
    i, 20, -1, 1098, /, /, /, -11%, /, /, 0.16, -0.14, 0.017, 0.11, /, -1.4, 1388, 17, 611

Bioassay records (PubChem)
